# Source: PubChem
# Rin1-Abl PPI inh: inhibitors of human Rin1-Abl protein interaction; TR-FRET Rin1/Abl binding, biochemical; inhibition, % at 7.35 µM; hit rate 0.4% among 360,000; AID 588664; in the data active = inhibition above about 5%, passing the limit was not always enough
# NRP1-CendR mod: alters CendR peptide binding to human NRP-1; O14786; AID 602438; FAM-RPARPAR peptide binding to NRP-1, fluorescence polarization; inhibition, % at 25 µM; hit rate 0.85% among 360,000;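 active = inhibition or corrected inhibition above about 18%, plus a signal ratio from 0.5 to 1.5, limit read from the data, passing the limit was not always enough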; also: strong numbers were not always called active
# PABP1 MLLE inh: blocks PAM2 peptide binding to the PABP1 MLLE domain; hit rate 0.36% among 360,000; GST-MLLE / FITC-PAM2 fluorescence polarization; inhibition, % at 20 µM; in the data active = inhibition above about 35%, passing the limit was not always enough;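 also: plate controls were DMSO wells with GST-MLLE for no effect and wells lacking GST-MLLE protein for full effect; some results filed as inactive read as strong as hits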
# SKN-1 block: C. elegans SKN-1 inhibition; AID 624304; inhibition, % at 21.8 µM; hit rate 0.49% among 360,000; C. elegans VP596 Pgst-4::GFP/RFP ratio, acrylamide-induced, 24 h;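 active = interference check ratio from 0.5 to 1.5 plus GFP to RFP signal ratio inhibition reaching or exceeding a fixed threshold, cut at about 30% in these data, passing the limit was not always enough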; also: some compounds called inactive have numbers as strong as hits
# MsrA act: activators of bovine methionine sulfoxide reductase A | hit rate 0.3% among 360,000 | activation, % at 10.6 µM | purified bovine MsrA, absorbance read-out; in the data active = activation above about 7.5%;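 also: 0% = vehicle and 100% = reference activator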
# eLon inh: E. coli protease La inhibition | hit rate 0.42% among 360,000 | P0A9M0 | purified E. coli Lon protease, fluorescence polarization | inhibition, % at 7.94 µM | AID 602123; in the data active = inhibition above about 13%, passing the limit was not always enough;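 also: 0% = enzyme with probe and DMSO and 100% = no enzyme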
# Neddylation inh: cullin neddylation inhibition; P61081+Q13564; TR-FRET cullin neddylation, biochemical; calls only at 25 µM; hit rate 0.58% among 360,000; AID 651699; in the data active = inhibition above about 36%
# FAS-TE inh: FAS thioesterase (human) inhibition; P49327; hit rate 0.67% among 360,000; recombinant FAS-TE, OMFH fluorogenic substrate, fluorescence endpoint; AID 602261; inhibition, % at 15 µM;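 active = compounds whose normalised, plate-corrected inhibition of enzyme fluorescence in the single-dose primary screen is 50% or more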;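 also: 0% = DMSO with enzyme and 100% = substrate without enzyme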
# MT1-MMP act inh: blocks activation of human MT1-MMP. P50281. HT1080 RFP-PRO-GFP cells, GFP/RFP ratio fluorescence, overnight; percent of plate control window, DMSO zero. GFP/RFP ratio change, % at 20 µM. hit rate 0.061% among 360,000;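 active = GFP/RFP ratio change of at least 30% with cell ATP level not reduced by more than half and red fluorescence within 50% of control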; also: strong numbers were not always called active
#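 Assay system: HT1080 RFP-PRO-GFP cells. Benchmarks: DMSO vehicle wells and RFP-L50D-GFP reporter cell wells. Times: overnight cell settling, then overnight compound exposure, 37 °C, 5% CO2. Compound: 20 µM single dose, 1% DMSO. Read-out basis: GFP/RFP fluorescence ratio.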
# * = called active by the depositor; i = inactive; + = active, no number.
entry	SMILES	Rin1-Abl PPI inh	NRP1-CendR mod	PABP1 MLLE inh	SKN-1 block	MsrA act	eLon inh	Neddylation inh	FAS-TE inh	MT1-MMP act inh
1	FC(F)(F)c1cccc(Cc2noc(CN3CCCCC3c3ccccn3)n2)c1 (configuration not stated)	1	2	-2	4	-3	-9	i	2	-2
2	Cc1cccc(C)c1N(CC(=O)N1CCCC1)S(C)(=O)=O	1	3	-7	18	-4	0	i	-3	1
3	CCOC(=O)c1[nH]c(=S)n(-c2ccccc2)c1C(=O)OCC	4	-2	26	-14	-5	13	i	-4	7
4	COc1ccccc1NC(=O)c1ccc(NC(=O)COC(=O)c2ccc(O)cc2)cc1	4	-9	4	6	1	-12	i	-2	-1
5	CCOc1ccccc1CN1CCN(CCCn2cccn2)CC1CCO (configuration not stated)	0	1	4	11	-2	-5	i	-7	1
6	COc1ccc(NC(=O)C(c2ccc(OC)cc2)N(C)C(=O)CNC(C)=O)cc1 (configuration not stated)	-2	11	-4	6	-2	-5	i	1	0
7	O=C(CN1C(=O)c2ccc([N+](=O)[O-])cc2C1=O)NCCC1=CCCCC1	0	-4	-6	7	0	4	i	54*	4
8	COc1ccc(N(CC(C)C)S(=O)(=O)c2nnc(NC(=O)CC(C)C)s2)cc1	-2	-8	4	13	-1	-3	i	-2	-4
9	O=[N+]([O-])c1ccc(OCc2cn([C@@H](CO)c3ccccc3)nn2)c(Br)c1	-2	10	6	15	-2	-3	i	32	-1
10	O=C(CN1C(=O)COc2ccccc21)NCCCN1CCCCC1	-2	9	4	23	-1	-9	i	-6	-1

# Other records follow:
entry	SMILES	Rin1-Abl PPI inh	NRP1-CendR mod	PABP1 MLLE inh	SKN-1 block	MsrA act	eLon inh	Neddylation inh	FAS-TE inh	MT1-MMP act inh
11	O=C(O)CN1C(=O)/C(=C\c2cc(Br)ccc2OCc2ccccc2F)SC1=S	0	-88	30	2	-4	-13	i	21	-4
12	Nc1cc2nsnc2cc1Br	10*	40*	19	-8	0	5	i	26	-9
13	Nc1nc(SCc2ccccc2)ns1	-4	-2	32	10	-4	1	i	-10	5
14	O=C(O)c1ccc(C(=O)Nc2ccc(F)cc2)cc1	-2	16	4	10	-4	-6	i	-6	-1
15	COc1ccc(CN2CCNC(=O)C2CC(=O)N(C)Cc2ccon2)c(F)c1 (configuration not stated)	0	8	15	-1	-6	2	i	-9	-2
16	Cc1ccc2nnn(Cc3cccc(C(C)(C)C)c3O)c2c1	-2	10	-3	-3	-2	1	i	24	1
17	CC(OC(=O)c1ccc(NC(N)=O)cc1)C(=O)Nc1ccc2c(c1)OCCO2 (configuration not stated)	1	12	-17	1	-1	1	i	-2	2
18	O=C(CSc1nnc(CCCN2C(=O)c3cccc4cccc(c34)C2=O)n1-c1ccccc1)N1CCN(CCO)CC1	-5	2	-48	-2	-2	-3	i	-7	-4
19	Cc1sc(NC(=O)c2ccco2)c(C(c2ccccc2)N2CCC(C)CC2)c1C (configuration not stated)	-1	1	21	11	2	-8	+	34	-5
20	COc1ccc(NC(=O)Nc2ccc(F)c(Cl)c2)cc1	1	18	0	13	-2	-5	i	-1	5

# Profiles, looked up by structure.
# Listed for Nc1cc2nsnc2cc1Br → Rin1-Abl PPI inh = 10*; NRP1-CendR mod = 40*; PABP1 MLLE inh = 19; SKN-1 block = -8; MsrA act = 0; eLon inh = 5; Neddylation inh = i; FAS-TE inh = 26; MT1-MMP act inh = -9
# Listed for Cc1cccc(C)c1N(CC(=O)N1CCCC1)S(C)(=O)=O → Rin1-Abl PPI inh = 1; NRP1-CendR mod = 3; PABP1 MLLE inh = -7; SKN-1 block = 18; MsrA act = -4; eLon inh = 0; Neddylation inh = i; FAS-TE inh = -3; MT1-MMP act inh = 1

# Next section.
entry	SMILES	Rin1-Abl PPI inh	NRP1-CendR mod	PABP1 MLLE inh	SKN-1 block	MsrA act	eLon inh	Neddylation inh	FAS-TE inh	MT1-MMP act inh
21	Cc1ccc(N/N=C(\C#N)C(N)=S)c(C)c1	-2	-5	19	-4	-6	-6	i	0	0
22	Cc1cc(C(=O)COc2ncnc3sccc23)c(C)n1C	0	-6	-6	-7	-11	-3	i	-10	3
23	Cc1ccccc1NC(=O)Cc1nnc(N)s1	-2	2	7	3	-1	-3	i	-4	1
24	CC(=O)c1c(C)[nH]c(C(=O)OCC(=O)NNC(=O)c2ccc([N+](=O)[O-])cc2)c1C	2	2	-4	23	-3	-3	i	6	4
25	Cc1nnc(SC(C)C(=O)N2CCc3ccccc32)s1 (configuration not stated)	-2	-3	-4	-3	-6	3	i	-6	0
26	O=c1[nH]c2cccc(Cl)c2n(CCNc2ncc(C(F)(F)F)cc2Cl)c1=O	1	8	10	-4	-1	-4	i	6	2
27	CC(=O)N1CCOc2ccc(S(=O)(=O)NCc3ccccc3Cl)cc21	-2	13	3	-4	-1	-7	i	-2	-1
28	Cc1cccc(NS(=O)(=O)c2ccc(C)c(C(=O)N(C)C3CCN(C)CC3)c2)c1	0	-1	7	14	1	-9	i	-3	-1
29	O=C1NC(=O)C2(COC(c3cccnc3)OC2)S1 (configuration not stated)	0	-6	7	1	-4	5	i	7	-3
30	O=C(O)c1ccc(S(=O)(=O)N(Cc2ccccc2)Cc2ccccc2)cc1	3	2	9	13	-3	-3	i	-3	-2

# The listing continues.
entry	SMILES	Rin1-Abl PPI inh	NRP1-CendR mod	PABP1 MLLE inh	SKN-1 block	MsrA act	eLon inh	Neddylation inh	FAS-TE inh	MT1-MMP act inh
31	Cc1cc(Br)ccc1OCC(=O)NNC(=O)CCc1ccccc1	3	1	9	11	-8	-2	i	-1	0
32	C/C(=C\c1cccc(Cl)c1)C(=O)c1c(C)cc(C)[nH]c1=O	-1	-4	11	8	-4	-6	i	-5	-3
33	Cc1nc2ccccc2c(=O)n1/N=C/c1cn(-c2ccccc2)nc1-c1cccs1	-4	6	16	7	-5	2	i	24	-1
34	CCN1CCN(c2ccc(S(=O)(=O)N3CCCCC3)cc2NC(=O)c2ccc(OC(F)F)cc2)CC1	3	-4	-90	21	-10	-2	i	4	-1
35	CC1CC(C)CN(C(=O)COC(=O)Cc2ccc(Cl)cc2)C1 (configuration not stated)	2	5	25	14	-9	-3	i	0	0
36	COc1ccc(NC(=O)COC(=O)/C=C/c2ccccc2[N+](=O)[O-])cc1OC	-3	6	-7	-8	1	6	i	-2	-3
37	CCOC(=O)C1CCCN(CC(=O)N(C)c2c(N)n(Cc3ccccc3)c(=O)[nH]c2=O)C1 (configuration not stated)	-2	-6	-17	13	-2	-1	i	-6	-4
38	CN1CCN(C(=O)/C=C/c2ccc(Cl)cc2)CC1	2	7	-4	11	-4	-1	i	-1	0
39	CCCN(C(=O)CCc1ccc(OC)cc1)c1c(N)n(Cc2ccccc2)c(=O)[nH]c1=O	0	18	7	0	-1	-2	i	-8	-4
40	CCC(=O)Nc1cccc(NC(=O)CN2CCN(c3ccccc3OC)CC2)c1	0	6	-8	-14	-3	2	i	-3	3

# Later entries:
entry	SMILES	Rin1-Abl PPI inh	NRP1-CendR mod	PABP1 MLLE inh	SKN-1 block	MsrA act	eLon inh	Neddylation inh	FAS-TE inh	MT1-MMP act inh
41	O=C(O)c1ccccc1/C=N/NC(=O)C1CCCCC1	0	12	7	-9	-9	-7	i	-8	-8
42	COc1ccc2cc(OCC(=O)NNC(=O)Nc3ccc(F)cc3)ccc2c1	-33	-8	14	-9	-7	11	i	0	3
43	COCC(C)n1c(C)cc(C(=O)COC(=O)c2nn(C)c(=O)c3ccccc23)c1C (configuration not stated)	3	4	-18	18	-1	-3	i	5	3
44	CON(C)C(=O)c1ccccc1N(C)C(=O)OC(C)(C)C	4	7	8	21	-4	-11	i	-11	0
45	O=C1N[C@@H](Cc2ccccc2)COC(=O)[C@H](Cc2ccc(F)cc2)CC/C=C/C[C@H]1CC(=O)N(CCO)Cc1ccccc1	1	0	-2	-10	1	-3	i	14	-2
46	COCCCNC(=O)COc1cc(C)c(Cl)c(C)c1	-3	10	8	1	1	-5	i	-6	6
47	C=CCn1c(CC(=O)Nc2cccc(OC)c2)nnc1SCC(=O)NC1CCCCC1	3	4	3	38*	-2	6	i	-1	2
48	O=C1/C(=C/c2ccncc2)Oc2cc(OS(=O)(=O)c3ccccc3)ccc21	-3	-17	-8	1	-2	-4	i	-1	3
49	CCCN1CCC(=O)N(CCSc2ccc(NC(C)=O)cc2)CC1	0	8	9	22	-1	-6	i	-6	1
50	CC1=C(C(=O)N(C(C)C)C(C)C)CC(CC(=O)NCCN2CCOCC2)C(=O)N1CCC1=CCCCC1 (configuration not stated)	-1	3	2	15	-2	9	i	-8	2

# New compounds follow.
entry	SMILES	Rin1-Abl PPI inh	NRP1-CendR mod	PABP1 MLLE inh	SKN-1 block	MsrA act	eLon inh	Neddylation inh	FAS-TE inh	MT1-MMP act inh
51	O=C(NCCOc1ccccc1)[C@@H]1CCCN1C(=O)c1cccs1	0	8	-9	3	1	-7	i	-5	4
52	O=C(O)c1ccc(Cn2cnc3sc4c(c3c2=O)CCCC4)cc1	0	-2	2	15	0	4	i	5	3
53	CCOC(=O)CN(C(=O)c1snc(C(N)=O)c1N)C(C(=O)NCCC(C)C)c1ccc(C)cc1 (configuration not stated)	-2	2	-8	8	3	-1	i	1	-2
54	Cc1nnc(N/N=C/C(C)c2ccccc2)[nH]c1=O (configuration not stated)	-2	-5	-6	-6	-2	11	i	-7	3
55	CCN1Cc2cc(OC)ccc2-c2ccccc2S1(=O)=O	-6	9	5	6	-3	-9	i	-1	-1
56	Cc1ccc(NC(=O)[C@H](Cc2ccccc2)NC(=O)CC[C@H]2O[C@@H](n3ccc(=O)[nH]c3=O)[C@H](O)[C@@H]2O)cc1C	3	6	-9	-12	-4	-5	i	-10	1
57	O=C(NC1CCCC1)C(c1ccccn1)N(C(=O)c1csnn1)C1CC1 (configuration not stated)	-2	0	0	-1	-7	-7	i	-6	-1
58	CN(C)c1ccc(NC(=O)COC(=O)c2cc(Cl)ccc2[N+](=O)[O-])cc1	1	1	-4	-7	-10	-4	i	7	-8
59	COc1c(S(=O)(=O)N2CCCC2)ccc(Cl)c1Cl	2	12	-1	9	-2	6	i	6	3
60	COc1cc(C2=NOC(C(=O)Nc3ccc(C)cc3)C2)cc(OC)c1OC (configuration not stated)	-1	11	0	11	1	-1	i	1	4
61	COc1ccc([N+](=O)[O-])cc1NC(=O)COC(=O)C12CC3CC(CC(O)(C3)C1)C2	-5	15	3	-7	-7	9	i	9	7
62	NC(c1ccccc1)c1cccs1 (configuration not stated)	1	-4	-3	-2	-14	2	i	-8	3

# In the list so far, 8 have an NH in an aromatic ring:
entry	SMILES	Rin1-Abl PPI inh	NRP1-CendR mod	PABP1 MLLE inh	SKN-1 block	MsrA act	eLon inh	Neddylation inh	FAS-TE inh	MT1-MMP act inh
3	CCOC(=O)c1[nH]c(=S)n(-c2ccccc2)c1C(=O)OCC	4	-2	26	-14	-5	13	i	-4	7
24	CC(=O)c1c(C)[nH]c(C(=O)OCC(=O)NNC(=O)c2ccc([N+](=O)[O-])cc2)c1C	2	2	-4	23	-3	-3	i	6	4
26	O=c1[nH]c2cccc(Cl)c2n(CCNc2ncc(C(F)(F)F)cc2Cl)c1=O	1	8	10	-4	-1	-4	i	6	2
32	C/C(=C\c1cccc(Cl)c1)C(=O)c1c(C)cc(C)[nH]c1=O	-1	-4	11	8	-4	-6	i	-5	-3
37	CCOC(=O)C1CCCN(CC(=O)N(C)c2c(N)n(Cc3ccccc3)c(=O)[nH]c2=O)C1 (configuration not stated)	-2	-6	-17	13	-2	-1	i	-6	-4
39	CCCN(C(=O)CCc1ccc(OC)cc1)c1c(N)n(Cc2ccccc2)c(=O)[nH]c1=O	0	18	7	0	-1	-2	i	-8	-4
54	Cc1nnc(N/N=C/C(C)c2ccccc2)[nH]c1=O (configuration not stated)	-2	-5	-6	-6	-2	11	i	-7	3
56	Cc1ccc(NC(=O)[C@H](Cc2ccccc2)NC(=O)CC[C@H]2O[C@@H](n3ccc(=O)[nH]c3=O)[C@H](O)[C@@H]2O)cc1C	3	6	-9	-12	-4	-5	i	-10	1
